POLI inh = qHTS for Inhibitors of Polymerase Iota; DNA polymerase iota (Homo sapiens), Q9UNA4; Pol iota fluorescent replication assay, 10 min; Potency, µM (titrated, usually from 115 µM), for inactives: at the top dose activity, negative = inhibition, most hits filed as inhibitors; 1% of 390,000 active
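Fluorescent replication assay read twice, at 0 min and 10 min after adding 50 nM (final) substrate. Enzyme (10 nM) and compounds were first incubated 15 min at room temperature; enzyme-free buffer wells were negative controls.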
HP1b binding inh = HTS for Inhibitors of HP1-beta Chromodomain Interactions with Methylated Histone Tails. Chromobox protein homolog 1 (Homo sapiens), P83916. AlphaScreen HP1-beta / biotin-H3K9me3 peptide binding. Potency, µM (doses to about 114 µM), inactives show at the top dose activity change, negative = inhibition, usual class: inhibitors. 0.56% of 390,000 active. AID 540317, 2011; note: nearly all actives have a fitted effect of over 70% in size; inactives centre near 23
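HP1-beta protein (50 nM final) preincubated 30 min at room temperature with biotinylated H3(1-18)K9me3 peptide (50 nM) in PBS pH 7.4, 0.01% Tween-20, then compound added for 30 min. AlphaScreen streptavidin donor/nickel chelate acceptor beads (10 ug/mL final), 30 min dark, luminescence read.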
JMJD2A Tudor inh = qHTS Assay for Inhibitors of JMJD2A-Tudor Domain; Lysine-specific demethylase 4A (Homo sapiens), O75164; AlphaScreen JMJD2A-Tudor / H3K4me3 peptide binding; Potency, µM (top dose mostly 114 µM), without a hit: at the highest dose activity change, negative = inhibition, actives largely listed as inhibitors; 4.4% of 390,000 active; AID 504339, 2011; note: % is set by controls: 0 for no effect and ±100 for the full control effect; nearly all actives have a fitted effect of over 50% in size
Target sequence (O75164 whole entry, looked up, the tested form may be a part): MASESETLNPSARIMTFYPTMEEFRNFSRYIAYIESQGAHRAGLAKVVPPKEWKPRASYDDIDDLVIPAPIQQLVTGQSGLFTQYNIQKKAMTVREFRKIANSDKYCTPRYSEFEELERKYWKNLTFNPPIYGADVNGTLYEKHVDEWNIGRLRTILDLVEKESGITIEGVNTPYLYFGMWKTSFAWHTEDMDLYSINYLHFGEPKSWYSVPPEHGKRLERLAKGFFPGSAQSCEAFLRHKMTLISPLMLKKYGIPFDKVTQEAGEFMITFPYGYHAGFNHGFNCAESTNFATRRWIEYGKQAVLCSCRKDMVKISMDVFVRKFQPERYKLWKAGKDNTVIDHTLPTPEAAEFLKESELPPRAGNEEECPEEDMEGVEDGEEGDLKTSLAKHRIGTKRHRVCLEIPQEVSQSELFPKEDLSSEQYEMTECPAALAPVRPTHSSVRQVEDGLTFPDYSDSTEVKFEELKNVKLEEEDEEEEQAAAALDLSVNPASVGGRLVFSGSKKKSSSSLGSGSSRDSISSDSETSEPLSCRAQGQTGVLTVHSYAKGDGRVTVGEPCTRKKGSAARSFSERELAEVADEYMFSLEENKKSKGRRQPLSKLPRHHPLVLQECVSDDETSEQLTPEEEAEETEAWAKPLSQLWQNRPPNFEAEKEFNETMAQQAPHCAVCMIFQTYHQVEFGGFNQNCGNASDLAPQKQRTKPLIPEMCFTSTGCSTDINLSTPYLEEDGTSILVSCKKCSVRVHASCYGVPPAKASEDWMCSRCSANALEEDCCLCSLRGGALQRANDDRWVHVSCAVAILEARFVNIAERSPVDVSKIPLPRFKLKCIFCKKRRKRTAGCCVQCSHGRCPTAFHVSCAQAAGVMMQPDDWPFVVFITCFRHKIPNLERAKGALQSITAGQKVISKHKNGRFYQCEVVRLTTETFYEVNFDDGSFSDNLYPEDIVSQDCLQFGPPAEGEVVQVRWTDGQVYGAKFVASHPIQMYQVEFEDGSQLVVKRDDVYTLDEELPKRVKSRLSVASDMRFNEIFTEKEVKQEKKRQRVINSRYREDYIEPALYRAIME
GLS inh = qHTS for Inhibitors of Glutaminase (GLS) | Potency, µM (titrated, usually from 45.5 µM), for inactives: top-dose activity change, negative = inhibition, most hits filed as inhibitors | 0.21% of 410,000 active | GLS enzymatic activity, qHTS titration | Glutaminase kidney isoform, mitochondrial (Homo sapiens), O94925; note: % is set by controls: 0 for no effect and ±100 for the full control effect
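Assay buffer: 45 mM KH2PO4 pH 8.2, 0.02% Tween-20. hKGA acts on L-glutamine (1 mM solution added); product glutamate is reported by an oxidase/peroxidase Amplex Red coupling, with fluorescence taken at baseline and 30 min.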
Pin1 inh = qHTS Assay to Find Inhibitors of Pin1; 0.009% of 390,000 active; Pin1 FP peptide displacement, HiFluor488, 10 min; Potency, µM (series often up to 115 µM), without a hit: at the highest dose activity, negative = inhibition, hits mostly inhibitors; Peptidyl-prolyl cis-trans isomerase NIMA-interacting 1 (Homo sapiens), Q13526; active = well fitted inhibition curve with a large enough effect in the polarisation, with a control signal flat, not every such curve was filed as active; inconclusive = small, poorly fitted or top-dose-only effect, or effect the other way, or a change in a side signal; inactive = no such curve, though single readings can be large or run the other way; the % refers to the polarisation; note: % is set by controls: 0 for no effect and ±100 for the full control effect
PGK inhibitor = qHTS Assay to Find Inhibitors of Phosphoglycerate Kinase | Phosphoglycerate kinase, glycosomal (Trypanosoma brucei brucei), P07378 | PGK/GAPDH coupled, Kinase-Glo luminescence, 60 min | Potency, µM (series often up to 57.5 µM), for the others: at the highest dose activity change, negative = inhibition, actives largely listed as inhibitors | 0.043% of 380,000 active; note: % is set by controls: 0 for no effect and ±100 for the full control effect; nearly all actives have a fitted effect of over 60% in size
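Luminescent ATP detection (Kinase-Glo Plus) follows a 60-minute room-temperature incubation, with wells lacking PGK as controls. Buffer: 100 mM TEA (pH 7.6), 5 mM MgCl2, 0.01% Tween-20. Coupling enzyme GAPDH (100 nM final) supplies unstable 1,3-BPG in-well.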
G9a block = qHTS Assay for Inhibitors of Histone Lysine Methyltransferase G9a; Histone-lysine N-methyltransferase EHMT2 (Homo sapiens), Q96KQ7; G9a H3K9 monomethylation, AlphaScreen, 2 h; Potency, µM (titrated, usually from 102 µM), inactives show top-dose activity, negative = inhibition, usual class: inhibitors; 8.8% of 350,000 active; AID 504332, 2011; note: % is set by controls: 0 for no effect and ±100 for the full control effect; nearly all actives have a fitted effect of over 75% in size
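G9a (20 nM) preincubated 15 min RT with compounds, then 500 nM biotinylated H3K9 peptide and 20 uM SAM added; 2 h RT reaction. Monomethyl-H3K9 product detected by AlphaScreen with anti-H3K9me1 antibody, streptavidin donor and anti-rabbit IgG acceptor beads.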
BLM inh = qHTS Assay for Inhibitors of Bloom's syndrome helicase (BLM) | RecQ-like DNA helicase BLM (Homo sapiens), P54132 | recombinant BLM DNA unwinding, fluorescence dequenching | Potency, µM (highest dose often 56.1 µM), for inactives: top-dose activity change, negative = inhibition, hits mostly inhibitors | 0.2% of 350,000 active;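 note: plate controls were vehicle for no effect and no enzyme for full effect; nearly all actives have a fitted effect of over 35% in size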
BAZ2B block = qHTS Assay for Inhibitors of BAZ2B | Bromodomain adjacent to zinc finger domain protein 2B (Homo sapiens), Q9UIF8 | AlphaScreen BAZ2B-H3K14Ac peptide displacement | Potency, µM (highest dose often 114 µM), without a hit: at the highest dose activity change, negative = inhibition, actives largely listed as inhibitors | 4.4% of 360,000 active; note: % is set by controls: 0 for no effect and ±100 for the full control effect; nearly all actives have a fitted effect of over 60% in size
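Compounds, titrated to a top concentration of 110 uM, were incubated 30 min at room temperature with preformed BAZ2B/acetyl-K14 H3 peptide complex (50 nM each). Proximity signal was measured by AlphaScreen after 20 min with beads.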
* marks the source's active call; other numbers are inactive results; i = inactive; ? = inconclusive; . = no result given; [ ] = dose if it differs, or a comment. Unless noted, calls come from the whole dose curve; as a rule, active = well fitted curve in the direction sought with a large enough effect; inconclusive = small, poorly fitted or top-dose-only effect, or another doubt; inactive = no such curve, though single readings can be large; an effect the other way counts as inactive or inconclusive. Potency is the fitted concentration of half-maximal effect.

SMILES	POLI inh	HP1b binding inh	JMJD2A Tudor inh	GLS inh	Pin1 inh	PGK inhibitor	G9a block	BLM inh	BAZ2B block
O=C(CC1SC(=Nc2ccccc2)N(CCO)C1=O)Nc1ccccc1 (stereo not given)	12%	7%	-14%	-1%	1%	7%	.	5%	8%
COc1cccc(NS(=O)(=O)c2cn(C)c(=O)n(C)c2=O)c1	-14%	14%	-5%	4%	7%	3%	3%	-1%	2%
Fc1ccc(CSc2ccc(-c3ccco3)nn2)cc1	12%	20%	-11%	19%	3%	-3%	1%[59 µM]	-5%	-9%
O=C(COC(=O)[C@@H]1CCCN1S(=O)(=O)c1ccccc1F)Nc1ccc(OC(F)F)cc1	41%[activator]	44%[activator]	-7%	-2%	0%	-3%	6%	-8%	.
Cc1cccc(N2CCN(C(=O)c3c(Cl)cnn3C)CC2)c1C	5%	14%	-11%	11%	-2%	-6%	.	-2%	-3%
CCOc1ccc(N(C(=O)Nc2ccccc2)C2=NCCC2)cc1	17%	45%[activator]	3%	22%	1%	4%	11%	-3%	?
Cc1ccc(/C=C2\SC(=S)N(CCCC(=O)Nc3cccc(C(=O)O)c3)C2=O)cc1	?	?	40µM*	25%	-19%	-7%	56%[activator]	-10%	-25%
COc1cc2ccccc2cc1C(=O)Nc1ccc(Cl)c(-c2nc3ccccc3o2)c1	6%	29%	-10%	-1%	35%[activator]	i	-9%[59 µM]	-6%	3%
CCOc1ccccc1NC(=O)N1CCN(S(=O)(=O)c2ccc3c(ccn3C)c2)CC1	11%	46%[activator]	-7%	0%	4%	-2%	8%[59 µM]	-3%	-3%
CN(C)C(=S)Nc1ccc(Br)c(Cl)c1	50%[activator]	33%	6%	0%	8%	?	-29%	-1%	-2%
Cc1cc(C(=O)N2CCCC(C(=O)c3cccc(C(F)(F)F)c3)C2)n[nH]1 (stereo not given)	2%	53%[activator]	-12%	1%	3%	7%	?	0%	9%
CCCCCCOc1ccc(N2C(=O)CC(NCc3ccc(S(N)(=O)=O)cc3)C2=O)cc1 (stereo not given)	12%	35%[activator]	-4%	8%	-1%	3%	3%	0%	-3%
COc1ccc(C(C(=O)NC2CCCC2)N(C(=O)c2snc(C(N)=O)c2N)c2cccc(O)c2)cc1 (stereo not given)	?	-26%	?	0%	?	-15%	71µM*	-14%	?
O=C(NCc1ccc2c(c1)OCO2)C1CCCN(S(=O)(=O)c2cccc3cccnc23)C1 (stereo not given)	14%	45%[activator]	-18%	5%	5%	6%	-33%[59 µM]	0%	-17%
O=C(CC1C(=O)NCCN1Cc1ccc(Cl)c(F)c1)NC1CCCCC1 (stereo not given)	12%	33%	?	-2%	0%	10%	57%[activator]	-3%	0%
CCn1c(SCC(=O)N2c3ccccc3Sc3ccccc32)nnc1-c1ccco1	15%	-7%	?	-1%	4%	-2%	6.3µM*	0%	?
O=C(CSc1ccc2ccccc2c1)N1CCN(c2ccc(O)cc2)CC1	11%	-28%	50µM*	0%	-7%	i	16µM*	4%	50µM*
O=C(CSc1nc2ccccc2s1)N1c2ccccc2Sc2ccccc21	9%	12%	-10%	-16%	11%	-7%	14%[0.0925 µM]	-8%	4%
Cc1ccc(/C=C(\NC(=O)c2ccccc2)C(=O)NC(Cc2ccccc2)C(=O)O)cc1 (stereo not given)	3%	20%	-14%	-12%	-3%	7%	-10%[59 µM]	2%	-6%
COc1ccc(C)cc1NC(=O)c1nnn(CCc2ccccc2)c1N	-16%	44%[activator]	2%	3%	0%	-6%	25%	-3%	-5%
N#CC1(c2ccccc2)CCC(=O)N1c1ccccc1 (stereo not given)	-27%	18%	-16%	-5%	-9%	-1%	4%	-6%	5%
CCOc1ccc(C(=O)NCC(=O)NNC(=O)c2ccco2)cc1OCC	15%	25%	-3%	4%	-9%	-1%	.	.	.
O=C(O)C1C2C=CC(C2)C1C(=O)N1CCN(CCO)CC1 (stereo not given)	48%[activator]	22%	-5%	-8%	-8%	3%	-12%[59 µM]	1%	-5%
O=C(CCNS(=O)(=O)c1ccc(Br)s1)NCc1ccccc1Cl	?	?	-20%	2%	-7%	-18%	-6%	-7%	.
Cc1cccc(OCC(=O)NC2CCCCCC2)c1C	14%	31%	-5%	4%	5%	-3%	.	-2%	2%

Three of the compounds above, comma-delimited.
smiles,POLI inh,HP1b binding inh,JMJD2A Tudor inh,GLS inh,Pin1 inh,PGK inhibitor,G9a block,BLM inh,BAZ2B block
COc1cccc(NS(=O)(=O)c2cn(C)c(=O)n(C)c2=O)c1,-14%,14%,-5%,4%,7%,3%,3%,-1%,2%
O=C(CSc1ccc2ccccc2c1)N1CCN(c2ccc(O)cc2)CC1,11%,-28%,50µM*,0%,-7%,i,16µM*,4%,50µM*
O=C(CCNS(=O)(=O)c1ccc(Br)s1)NCc1ccccc1Cl,?,?,-20%,2%,-7%,-18%,-6%,-7%,.

(next part)
SMILES	POLI inh	HP1b binding inh	JMJD2A Tudor inh	GLS inh	Pin1 inh	PGK inhibitor	G9a block	BLM inh	BAZ2B block
Cc1oc(C(C)(C)C)cc1C(=O)N1CCN(C(c2ccccc2)c2ccccc2)CC1	28%	0%	-22%	3%	-8%	-3%	.	-18%	-17%
O=S(=O)(Nc1nc(SCc2ccc(Cl)cc2)n[nH]1)c1ccc(F)cc1	92%[activator]	45%[activator]	2%	-16%	1%	-1%	26%	-9%	-20%
O=C(OCC(=O)c1c[nH]c2ccccc12)c1cc(S(=O)(=O)N2CCOCC2)ccc1F	-2%	28%	-12%	8%	17%	1%	-9%[59 µM]	.	2%
Cc1onc(-c2ccccc2Cl)c1C(=O)NCCCc1ccccc1	7%	38%	16%	1%	2%	i	40%	-4%	2%
CCCCN(CCCC)CC(O)COc1ccccc1Br (stereo not given)	14%	26%	-9%	25%	-1%	5%	-9%[59 µM]	-2%	1%
COC(C[C@H]1O[C@H]1C(=O)[C@H](C)OCc1ccccc1)OC	-18%	36%[activator]	1%	-1%	-8%	i	.	.	.
COC(=O)c1[nH]c2ccccc2c1NC(=O)CN1CCC(C(N)=O)(N2CCCCC2)CC1	1%	35%	-13%	29%	4%	4%	?	-11%	7%
COc1cc(N)c(Cl)cc1C(=O)OCC(=O)N1CCc2ccccc21	17%	40%[activator]	-12%	-3%	0%	-9%	3%[12.7 µM]	.	0%
O=C(Cn1c(=O)n2nc(-c3ccccc3)nc2c2ccccc21)Nc1ccccc1C(F)(F)F	38%[activator]	27%	-16%	-12%	0%	-2%	?	-6%	-1%
O=C(CN1CCSCC1)c1c[nH]c2ccccc12	-27%[58.9 µM]	13%	-3%	3%	31%[activator]	-3%	?	0%	3%
Cc1ccc(CNc2oc(-c3cccs3)nc2C#N)cc1	6%	?	-35%	11%	2%	.	50µM*	-11%	?
O=C(NN(c1ccccc1)c1ccccc1)c1ccc([N+](=O)[O-])o1	7%	6%	-29%	10%	-2%	-3%	-33%	-6%	?
COc1ccc(/C=C/C(=O)OCn2c(SC)nnc(C)c2=O)cc1OC	-4%	21%	-12%	0%	2%	3%	?	1%	-6%
S=C(Nc1ccc(Oc2ccccc2)cc1)N1CCN(c2ccccn2)CC1	63%[activator]	-3%	-4%	2%	-1%	-3%	?	-4%	-20%
CCOC(=O)c1nn(-c2ccc(C)cc2)c(=O)cc1OCC(=O)Nc1cc(C)ccc1OC	-16%	20%	-7%	-2%	-9%	-8%	-22%	.	-6%
CCn1c(/C=C/c2ccccc2Cl)nc2ccccc2c1=O	-2%	64%[activator]	-7%	-7%	0%	0%	-28%[2.33 µM]	-8%	-4%
NC(=O)C1CCN(C(=O)COc2ccc3ccccc3c2)CC1	-4%	31%	-13%	-1%	-3%	-4%	3%[59 µM]	2%	-4%
CC(=O)C1=C(C)NC(SCC(=O)Nc2nccs2)=C(C#N)C1c1ccccc1Cl (stereo not given)	3%	35%	?	-10%	-3%	-2%	?	1%	11%
O=C1CCCC2=C1C(c1ccc(OS(=O)(=O)c3ccc(Cl)cc3)cc1)C1=C(CCCC1=O)O2	-1%	-7%	-32%	-5%	-6%	0%	-1%[2.33 µM]	-5%	-8%
O=C(c1ccc(Cn2c(=O)[nH]c3ccccc3c2=O)cc1)N1CCN(c2ccc(F)cc2)CC1	12%	18%	-27%[57.1 µM]	8%	0%	i	-15%[59 µM]	-26%	?
O=C(OCc1nnc(-c2ccc(Cl)cc2)o1)C12CC3CC(CC(O)(C3)C1)C2	76%[activator]	28%	-2%	-12%	1%	-4%	3%	-3%	-1%
CCOC(=O)N1CCN(c2c(NCc3ccccc3OC)c(=O)c2=O)CC1	-23%	6%	-19%	2%	1%	-2%	8%	0%	10%
COC(=O)c1cccc(NC(=O)c2nn(C(C)C)c(=O)c3ccccc23)c1	5%	4%	-9%	13%	-1%	1%	8%[12.7 µM]	-9%	-5%
COc1ccc(NS(=O)(=O)c2cc3c4c(c2)CCN4C(=O)CC3)c(OC)c1	-14%	40%[activator]	-10%	-1%	8%	-2%	-9%	.	10%
FC(F)(F)c1cccc(NC(=S)N2CCCCCC2)c1	29%	48%[activator]	3%	8%	4%	-6%	12%	-8%	3%
O=C(Oc1ccc2ccccc2c1Br)N1CCCCCC1	1%	221%[activator]	89%[activator]	-12%	20%	-1%	1%[2.33 µM]	-6%	37%[activator]
O=C(Nc1nccs1)c1cc2sccc2n1Cc1ccc(Cl)cc1	14%	31%[activator]	-14%	-3%	-6%	-1%	14%	0%	6%

Screening data from PubChem.

The list is partial. The share of hits here may be higher or lower than overall.
